Source: PubChem
HRas wt GTP: changes GTP binding to wildtype human HRas | AID 759 | hit rate 0.14% among 190,000 | GST-Ras wt beads, Bodipy-FL-GTP binding, flow cytometry; actives lie on both sides | GTP binding activity, % at 10 µM | P01112;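 active means GTP binding activity at least 20% away from the 100% baseline, either lowered as inhibitor or raised as activator; inconclusive means flagged as likely green fluorescent, judged across all proteins in the well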;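 further: 0% = unlabeled GTP competition control and 100% = no-compound control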
Target sequence (P01112 whole entry, looked up): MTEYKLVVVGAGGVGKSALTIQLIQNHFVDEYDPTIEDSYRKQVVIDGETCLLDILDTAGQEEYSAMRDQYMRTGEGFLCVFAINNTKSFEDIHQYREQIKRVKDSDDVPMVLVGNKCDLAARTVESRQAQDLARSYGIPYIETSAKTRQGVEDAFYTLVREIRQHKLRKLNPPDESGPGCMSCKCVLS
Rab2 wt GTP: changes GTP binding to wildtype dog Rab2A, up or down | P61105 | GST-Rab2 wt beads, Bodipy-GTP binding, flow cytometry | GTP binding activity, % at 10 µM | hit rate 0.19% among 190,000 | AID 760;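 active means GTP binding activity at least 20 points away from 100%, either lowered or raised; inconclusive means signal likely due to the compound's own green fluorescence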;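 further: 0% = beads with excess unlabeled GTP and 100% = no-compound control corrected for plate trend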
Rac1 mut GTP: modulators of GTP binding to human Rac1 activated mutant; AID 764; hit rate 0.11% among 190,000; GST-Rac1 activated beads, fluorescent GTP binding, flow cytometry; actives lie on both sides; 100% means binding = to untreated wells; percent activity (GTP binding), % at 10 µM;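 active means GTP binding at least 20 percentage points away from the 100% baseline, in either direction, so actives lie on both sides; inconclusive means Compound likely fluorescent itself, or too few beads counted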
Pf gametocyte: inhibitors of late stage P. falciparum gametocyte viability | P. falciparum stage V gametocytes, ATP luminescence, 24 h | inhibition, % at 10.9 µM | hit rate 0.065% among 150,000;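 active means inhibition above the mean plus 3 SD of compounds within the control limits, set per campaign, cut at about 38% in these data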;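 further: 0% = DMSO wells and 100% = medium only without gametocytes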
Rab7 wt modul: dog Rab7 wildtype GTP binding, inhibitors and activators; GST-Rab7 beads, fluorescent GTP binding, flow cytometry; actives lie on both sides; untreated = 100%, excess cold GTP = 0%; hit rate 0.055% among 190,000; GTP binding activity (percent of control), % at 10 µM;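 active means fluorescent GTP binding to Rab7 beads changed by at least 20 points from the 100% baseline, either direction, mostly lower; inconclusive means compound itself probably fluorescent, or too few beads counted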;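 further: median green fluorescence of bound Bodipy-FL-GTP per Rab7 bead population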
Rac1 wt GTP bind: alters GTP binding to wildtype human Rac1; P63000; GST-Rac1 beads, fluorescent GTP binding, flow cytometry; actives lie on both sides; 0 = cold GTP competed, 100 = untreated; GTP binding activity (% of control), % at 10 µM; hit rate 0.27% among 190,000; AID 757;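 active means GTP binding activity at least 20 points away from the 100% control level, either lower or higher; inconclusive means compound flagged as likely green fluorescent, judged across all proteins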
Mcl1-Noxa inh: Mcl-1/Noxa interaction inhibition; AID 1022; hit rate 1.5% among 220,000; TR-FRET Mcl-1/Noxa peptide binding, 2 h; inhibition, % at 21.7 µM; Q07820;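 active means compounds that cut the protein-peptide binding signal by more than 50% relative to plate controls in a single-dose test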;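 further: His-tagged Mcl-1 with rhodamine Noxa BH3 peptide and terbium anti-His antibody; 0% = Mcl-1 plus Noxa peptide wells and 100% = peptide-only wells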
Target sequence (Q07820 whole entry, looked up): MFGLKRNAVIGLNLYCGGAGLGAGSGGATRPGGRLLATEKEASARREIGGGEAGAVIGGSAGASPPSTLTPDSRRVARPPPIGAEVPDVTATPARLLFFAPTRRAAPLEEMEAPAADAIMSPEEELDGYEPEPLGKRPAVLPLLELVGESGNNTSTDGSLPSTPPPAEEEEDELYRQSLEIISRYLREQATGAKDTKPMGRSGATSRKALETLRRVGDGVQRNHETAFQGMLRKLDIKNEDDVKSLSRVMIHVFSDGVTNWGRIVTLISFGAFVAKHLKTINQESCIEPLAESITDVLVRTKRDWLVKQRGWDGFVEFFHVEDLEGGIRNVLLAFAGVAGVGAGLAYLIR
Avidin bead fluor: compound fluoresces at 488/530 nm on avidin beads. AID 1775. fluorescence (KMESF) at 10 µM. compound fluorescence 488/530 nm, flow cytometry; active compounds read high. hit rate 0.38% among 220,000; in the data active means fluorescence above about 47; further: inactives centre near 10
ABCB1 inh: inhibitors of human ABCB1 transporter, ABCG2 counter-screen; P08183; CCRF-Adr cells, JC-1 efflux, flow cytometry; inhibition, % at 6.6 µM; hit rate 0.067% among 190,000; AID 1326; in the data active means inhibition above about 40%;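 further: 0% = vehicle and 100% = reference inhibitor; higher value means more JC-1 retained so stronger ABCB1 efflux block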
Cdc42 wt: modulators (inhibitors or activators) of GTP binding to human Cdc42 wildtype; GST-Cdc42 beads, Bodipy-GTP binding, flow cytometry; actives lie on both sides; percent activity (GTP binding), % at 10 µM; P60953; hit rate 0.2% among 190,000;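 active means percent activity GTP binding at least 20 points away from the 100% baseline, either down as inhibitor or up as activator; inconclusive means compound flagged as likely green fluorescent from well-wide comparison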;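 further: median bead fluorescence of bound Bodipy-FL-GTP at 100 nM; 0% = excess unlabeled GTP control and 100% = no compound control; below 100% means less GTP binding so inhibitor and above means activator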
Target sequence (P60953 whole entry, looked up): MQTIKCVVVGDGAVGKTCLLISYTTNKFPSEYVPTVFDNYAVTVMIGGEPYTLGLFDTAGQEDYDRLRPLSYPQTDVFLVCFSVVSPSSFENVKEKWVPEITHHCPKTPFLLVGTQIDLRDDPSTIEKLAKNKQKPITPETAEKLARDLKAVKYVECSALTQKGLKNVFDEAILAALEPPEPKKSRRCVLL
ABCG2 block: blocks JC-1 efflux by human ABCG2 transporter; Q9UNQ0; IgMXP3 cells, flow cytometry; inhibition, % at 6.6 µM; hit rate 0.1% among 190,000; AID 1325;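 active means inhibition above 80%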;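 further: 0% = DMSO and 100% = nicardipine control wells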
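test system = two drug-resistant human cell lines, ABCG2 and ABCB1 | amount = 3 million cells/mL final, two lines in 1:1 ratio | reagent = JC-1 transporter substrate | doses = one concentration, 6.6 µM final | incubation = 10 min at 25 °C | signal = flow cytometric JC-1 green MFI at 530 nm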
Numbers without * were called inactive; ? = inconclusive; nt = not tested or not shown.

Values run as follows: HRas wt GTP	Rab2 wt GTP	Rac1 mut GTP	Pf gametocyte	Rab7 wt modul	Rac1 wt GTP bind	Mcl1-Noxa inh	Avidin bead fluor	ABCB1 inh	Cdc42 wt	ABCG2 block
- Cc1cc(C)n(/N=C/c2cc([N+](=O)[O-])ccc2O)c(=O)c1
→ 94	92	90	-4	93	96	-1	9	0.7	95	5
- O=C1C2C3CCC(C3)C2C(=O)N1CNc1ccc(F)cc1 (stereo not given)
→ 97	93	94	21	96	96	-1	5	0.8	96	5
- O=C(Nc1ccc(NC(=O)c2cccs2)cn1)c1ccco1
→ 97	97	99	nt	100	99	-3	23	0.7	100	5
- O=[n+]1cc(-c2ccc(F)cc2)n([O-])c2c1CCC2
→ 99	100	98	-1	99	101	-6	12	-0.1	102	0
- CC(c1ccc(C(C)(C)C)cc1)S(=O)CC(O)CO (stereo not given)
→ 106	106	103	-6	105	104	-14	7	nt	105	-1
- Cn1c(=O)c(NCCO)c2c3c(cccc31)C(=O)c1ccccc1-2
→ 88	84	94	-15	95	89	-174	34	7.1	94	84*
- CCn1c(NC(=S)Nc2ccccc2)nc2ccccc21
→ ?	?	?	-8	?	?	-125	33	0.6	?	3
- COCCn1c(SCC(=O)Nc2ncc(C)s2)nc2sc3c(c2c1=O)CCC3
→ 96	96	99	nt	96	97	46	10	2.4	98	11
- COC(=O)CN1C(c2cccc(Cl)c2)=Nc2ccc(Cl)cc2C1c1ccccc1 (stereo not given)
→ 97	97	97	nt	100	100	-2	25	6.0	95	21
- CC(C)(C#CC(O)(c1ccccc1)c1ccccc1)N1CCCC1
→ 92	95	96	7	93	94	11	8	0.8	95	3
- CC(Sc1ccc(S(=O)(=O)N2CCOCC2)cc1[N+](=O)[O-])C(=O)O (stereo not given)
→ 98	97	101	nt	102	100	9	2	-0.4	100	-3
- CCOc1ccc(C2/C(=C(/O)c3ccc(F)cc3)C(=O)C(=O)N2CCCN(C)C)cc1 (stereo not given)
→ 103	103	100	-8	103	106	15	14	0.5	102	3
- Cc1ccccc1CN(c1ccc(C(=O)N2CCc3ccccc3C2)cc1)S(C)(=O)=O
→ 101	96	97	7	97	98	7	9	8.4	98	5
- CCOC(=O)Nc1ccc(S(=O)(=O)Nc2nc(C)cc(C)n2)cc1
→ 95	94	96	nt	94	97	-8	5	0.2	97	2
- Cc1cc(CNC(=O)[C@H]2C[C@@H]2[C@H](NP(=O)(c2ccccc2)c2ccccc2)c2ccccc2)nn1C
→ 100	100	101	nt	99	106	-8	10	0.4	101	4
- O=C(Cn1c(=O)oc2ccccc21)Nc1nnc(N2CCCCCC2)s1
→ 101	99	99	nt	99	102	3	8	0.3	102	0
- CN(C(=O)C1CCCO1)c1nnc(-c2cnccn2)s1 (stereo not given)
→ 99	100	99	nt	101	102	1	7	0.3	102	39
- O=C(Nc1ccc(Cl)cc1)NC1CCCC1Cc1ccco1 (stereo not given)
→ 102	100	99	nt	102	103	8	10	0.4	99	1
- COc1ccccc1-n1c(COc2ccccc2-c2ccccc2)nnc1SCC(=O)c1c(N)n(C)c(=O)n(C)c1=O
→ 95	92	92	10	99	92	-73	12	0.9	95	13
- CCc1[nH]nc2c1C(C(C)C)C(C#N)=C(N)O2 (stereo not given)
→ 103	102	100	-11	100	103	6	21	1.4	100	23
- c1cc2c3c(cccc3c1)NC1(CCCCC1)N2
→ 105	103	100	-13	102	106	30	6	0.2	108	0
- COC(=O)CCc1c(C)nn(-c2ccccc2)c1C
→ 105	102	104	-8	104	108	1	33	1.6	104	6
- CC1(C)C/C(=C(/C#N)C(N)=O)CCO1
→ 100	99	100	nt	98	101	5	10	0.1	101	0
- O=C(NCCSc1c[nH]c2ccccc12)c1c(F)cccc1F
→ 96	96	95	nt	94	95	18	6	-0.4	96	-1
- COCCCNC(=O)c1cc(=O)n(Cc2ccc(Cl)cc2)c2ccccc12
→ 98	97	93	8	100	102	13	22	0.5	95	1
- O=c1c2[nH]c3ccc(F)cc3c2ncn1C1CCCCC1
→ 102	102	101	nt	99	101	-4	8	0.2	103	4
- COc1cccc(/C=N/n2c(SC)nnc2-c2ccccc2)c1OC
→ 104	102	99	nt	107	106	-2	12	1.2	104	3
- CCOC(=O)c1nnn(-c2nonc2N)c1-c1ccc(Cl)cc1
→ 97	98	96	-17	101	102	11	11	0.9	97	4
- CCN1CCN(c2c(Cl)cccc2NC(=O)c2ccco2)CC1
→ 101	101	99	2	103	105	12	7	0.3	101	14
- O=C(Nc1ccc(Cl)c(S(=O)(=O)Nc2ccccc2Cl)c1)c1cccs1
→ 92	89	91	nt	95	92	8	13	-0.7	91	-10
- Cc1ccc(NC(=O)Cn2nc(C)c3ccccc3c2=O)c(C)c1
→ 101	101	100	-18	99	103	-2	8	0.4	104	2
- NC(=O)c1ccc(C(F)(F)F)n(Cc2cccc(Cl)c2)c1=O
→ 101	100	97	-12	101	104	12	27	2.3	97	38
- CCOC(=O)c1csc(NC(=O)c2ccc(S(=O)(=O)N(CC)CC)cc2)n1
→ 100	101	99	-20	96	102	0	8	-0.1	98	0
- CCOC(=O)c1c2ccc(OCC(=O)N/N=C/c3ccc(C)cc3)cc2n2ccccc12
→ ?	?	?	nt	?	?	41	15	1.8	?	3
- Cc1cc(NC(=O)CSc2nnc(COc3cccc(C)c3C)n2C)no1
→ 101	102	100	nt	99	106	-10	13	0.0	106	3
- COc1ccc(NC(=O)Cc2nnc(SCC(=O)Nc3cc(C)ccc3OC)n2C)cc1
→ 95	92	94	7	96	94	7	28	0.4	93	6
- COc1ccc(-c2csc(NC(=O)C3=NN(c4ccccc4)C(=O)CC3)n2)cc1
→ 98	96	98	21	96	100	13	13	0.4	98	2
- CCOC(=O)c1csc(N)n1
→ 98	103	97	-4	106	100	-17	11	0.5	97	-1
- CCOC(=O)/C(C#N)=C/Nc1ccccc1OC
→ 103	104	99	nt	100	98	9	5	0.6	100	7
- Cc1ccc(OCc2nc(-c3ccc(Cl)cc3)n[nH]2)cc1
→ 103	98	101	nt	99	105	13	12	0.5	99	3
- Cc1cc(C)n2nc(-c3ccc(F)cc3)nc2n1
→ 104	103	102	nt	93	103	2	15	0.4	106	4
- O=C1CC(c2cccc([N+](=O)[O-])c2)c2c(ccc3ccccc23)N1 (stereo not given)
→ 101	100	100	5	97	103	0	5	1.1	102	4
- C/C(=N/NC(N)=S)c1ccc(Br)s1
→ 96	105	94	1	108	102	7	10	0.0	102	1
- COc1ccc(C(=O)NC2c3ccccc3-c3ccccc32)cc1
→ 102	100	102	7	100	107	1	20	0.0	104	34
- COc1ccc(CCNC(=O)C(=O)N2CCCC2)cc1OC
→ 95	98	93	nt	96	93	7	5	-0.1	93	-1
- Nc1nc(NC(=O)c2cccc(S(=O)(=O)N3CCCCCC3)c2)nc(-c2ccccc2)n1
→ 94	91	93	nt	94	97	12	22	0.0	92	2
- COC(=O)C(NC(C)=O)(Nc1ccc(Br)cn1)C(F)(F)F (stereo not given)
→ 103	100	101	nt	104	108	6	5	-0.3	105	1
- N#CC1=C(N)NC(SCC(=O)Nc2ccccc2)=C(C#N)C12CCCCC2
→ 103	101	101	nt	101	106	-7	6	-0.5	97	-1
- COc1ccc(NC(=O)COC(=O)CC23CC4CC(CC(C4)C2)C3)c([N+](=O)[O-])c1
→ 99	95	96	15	99	100	10	24	1.0	98	79
- Cc1cccc(-n2ccnc2SCC(=O)Nc2cc(C)on2)c1
→ ?	?	?	4	?	?	19	4	0.6	?	2
- Cc1ccc(C(=O)COC(=O)c2cccc(NC(=O)c3ccc([N+](=O)[O-])cc3[N+](=O)[O-])c2)cc1
→ 96	96	95	-8	97	99	-9	1	-0.4	97	-1
- COc1ccc(NC(=O)CNS(=O)(=O)c2cccs2)cc1
→ 108	108	103	-19	101	107	-26	23	0.1	110	1
- CC1CCN(CCCNC(=O)c2cc3c(Cl)nc4ccccc4c3s2)CC1
→ 97	97	97	-1	96	98	9	6	3.5	96	15
- Cc1[nH]n(-c2ccccc2)c(=O)c1N=Nc1nccs1
→ 96	94	92	-3	94	97	31	37	0.2	97	4
- O=C1C2=C(SCCS2)C(=O)N1CCCO
→ 97	96	97	27	93	98	-3	24	0.3	102	1
- COc1ccc(N=C2SC(CC(=O)Nc3ccccc3F)C(=O)N2Cc2ccco2)cc1 (stereo not given)
→ 104	102	100	-2	101	105	-15	1	0.0	103	-4
- COC(=O)CS(=O)(=O)c1ccsc1C(=O)Nc1ccc(F)c(F)c1
→ 95	96	96	3	100	95	-5	23	-0.4	94	-1
- CCCOc1c(OC)cccc1C1CC(=O)Nc2cc3c(cc21)OCO3 (stereo not given)
→ 101	101	95	-7	101	102	-4	9	0.3	100	1
- COc1ccc(-c2nc3c(c4nnc(SC(C)C(=O)Nc5ccc(C)cc5)n24)COC(C)(C)C3)cc1 (stereo not given)
→ 103	102	101	-4	100	106	-4	10	9.0	106	25
- O=C(Cn1c(CO)nc2ccccc21)NCCc1ccccc1
→ 97	100	96	-21	95	98	-8	8	0.2	98	4

The list goes on; it opens with the two that closed the last part.
Values run as follows: HRas wt GTP	Rab2 wt GTP	Rac1 mut GTP	Pf gametocyte	Rab7 wt modul	Rac1 wt GTP bind	Mcl1-Noxa inh	Avidin bead fluor	ABCB1 inh	Cdc42 wt	ABCG2 block
- COc1ccc(-c2nc3c(c4nnc(SC(C)C(=O)Nc5ccc(C)cc5)n24)COC(C)(C)C3)cc1 (stereo not given)
→ 103	102	101	-4	100	106	-4	10	9.0	106	25
- O=C(Cn1c(CO)nc2ccccc21)NCCc1ccccc1
→ 97	100	96	-21	95	98	-8	8	0.2	98	4
- CCN1CNC(=S)N(C(C)c2ccccc2)C1 (stereo not given)
→ 100	100	99	-4	99	102	5	12	0.4	100	3
- COc1ccc(NC(=O)Cn2nnc(C(=O)Nc3ccccc3C)c2N)cc1
→ 94	97	97	nt	90	94	-5	11	0.2	97	2
- O=c1[nH]c(SCc2ccccc2)nc2c1cnn2-c1ccc(F)cc1
→ 96	95	94	nt	91	95	8	6	0.0	97	1
- Cc1ccc(C(=O)N2CCN(c3cccc(Cl)c3)CC2)cc1C
→ 102	101	100	9	102	108	-5	29	0.9	104	22
- Cc1c(NC(=O)C(C)OC(=O)c2cccc(S(=O)(=O)N(C)C)c2)c(=O)n(-c2ccccc2)n1C (stereo not given)
→ 98	100	99	19	97	98	14	11	1.3	101	4
- Cc1ccccc1CNC(=O)c1cc(COc2ccc(F)cc2F)on1
→ 96	94	95	17	97	97	16	4	1.1	95	14
- COC(=O)CC/C(O)=C1/C(=N)CC(C)(C)CC1=O
→ 101	100	100	nt	100	104	3	6	-0.1	101	0
